Autophagy HCS – autophagy modulators in MEF cells, primary screen, imaging, high-content, MEF GFP-LC3; MEF GFP-LC3 puncta imaging; test concentration mostly 10 µM; calls only at 10 µM (by protocol); 190,000 tested, 0.98% active; AID 463193, 2010;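 active = percentage of spot-positive cells more than 3 SD above its plate mean, without a fluorescence outlier flag or 80% toxicity; inconclusive = no clear call, values can overlap the other calls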;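 note: spot-positive cell cutoff set from DMSO-treated cells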
Hep lipid drop – inhibitors of hepatocyte lipid droplet formation, primary screen, imaging, high-throughput imaging, BODIPY stain. AID 1656, 2009. AML12 mouse hepatocytes, oleate lipid droplets. inhibition, % at 6.5 µM. 240,000 tested, 0.4% active;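 active = lipid droplet intensity inhibited by at least 50%, with more than 500 cells counted; inconclusive = wells with under 300 cells, treated as cytotoxic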
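Material – AML12 mouse liver cells · Also added – oleate loading, 100 µM · Compound dosing – 6.5 µM single-point dosing · Times – overnight treatment with compound plus oleate · Measured by – fluorescence imaging, 20x objective, two fields per well · Read-out – percent inhibition of filter-corrected integrated lipid droplet intensity per well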
T cell HTS – modulators of CD8 T cell-vesicle binding, primary screen, mouse 2C CD8+ T cells, flow cytometry; 2C CD8+ T cell-vesicle binding; hits give low values; calls only at 7 µM; 330,000 tested, 0.068% active;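 active = response, share of CD8 T cells binding vesicles, and their 90th percentile fluorescence all below set limits, cut at about 80% in these data, passing the limit was not always enough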
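Incubation: binding step 1.5 h, 37 °C, antibody labelling 20 min, ice; system: murine 2C transgenic CD8+ T lymphocytes; technique: cytometric PE anti-B7-1 and Alexa647 anti-CD8 signals after 1% paraformaldehyde fixation; also added: QL9-charged Drosophila Ld/ICAM-1/B7-1 vesicles; control set: naked versus QL9-loaded vesicles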
b-catenin transl – modulators of beta-catenin nuclear translocation, primary screen, imaging, HeLa cells, immunofluorescence, high-content. nuclear translocation activity, % at 5 µM. 190,000 tested, 0.3% active. AID 1665, 2009;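 active = nuclear translocation activity above 50% at 5 µM, with a well cell count of 50 or more; inconclusive = wells under 50 cells across six images, flagged as toxic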;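 note: per-cell ratio of nuclear to cytoplasmic median beta-catenin stain intensity; plate controls were DMSO negative control for no effect and GSK-3 inhibitor IX positive control for full effect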
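Test system: human HeLa cell line; Doses: 5 µM primary, 0.02–20 µM confirmation; Incubation: 24 h compound exposure, 37°C; Detection: beta-catenin immunofluorescence imaging with DAPI; Read-out: beta-catenin nuclear/cytoplasmic ratio, % activation.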
West Nile antiviral – West Nile virus antiviral activity, cell-based, CPE readout (AID 1621); West Nile virus-infected cells, CPE inhibition; higher % means a stronger effect; CPE inhibition, % at 10 µM, or IC50 in µM where a hit was titrated; 290,000 tested, 0.02% active; in the data active = a potency from the dose series; inconclusive = CPE inhibition mostly from about 3.7% at the one dose, without a potency; inactive = the rest, 99 in 100 with CPE inhibition below about 2.2%; note: strong numbers were not always called active
Ins promoter up – insulin promoter activators in MIN6 cells, imaging, high-content screening, mouse beta cells; MIN6 insulin promoter-GFP reporter; hits give high values; z-score at 5 µM; 190,000 tested, 0.3% active;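 active = z-score above 3 at 5 µM with at least 500 cells counted in the well; inconclusive = wells under 500 cells, flagged as cytotoxic or low count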
Myeloid diff MLP – induction of myeloid progenitor differentiation, primary screen, cell-based, flow cytometry, MLPCN library. ER-HoxA9 myeloid progenitors, lysozyme-GFP differentiation. calls only at 10 µM. 360,000 tested, 1% active. AID 624256, 2012;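 active = normalized GFP-positive differentiation at or above the plate's own cutoff, the solvent-only control mean plus 3 SD; inconclusive = no clear call, values can overlap the other calls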;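 note: cells exposed to compound for four days before flow analysis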
WT yeast gro inh – growth inhibition of WT strain, primary screen, mitochondrial fusion inhibitor project, WT and mutant strains, chemical genetic. 190,000 tested, 2.1% active. AID 1362, 2008. inhibition, % at 10 µM. mitochondrial fusion phenotypic screen; in the data active = inhibition above about 58%; tested in S. cerevisiae
MT stabilizer – microtubule stabilizers in HeLa cells, primary screen, imaging, high-content imaging. HeLa tubulin immunostaining HCS, 24 h; share of cells brighter than vehicle mean+2SD. % tubulin-high responders, % at 10 µM. 200,000 tested, 0.83% active. AID 2205, 2009;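 active = plate Z-score above 3 for both tubulin-high and condensed-nucleus cell shares, with cell loss under 80%, at 10 µM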;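 note: anti alpha tubulin signal scored within the nucleus-defined area of each cell; some results filed as inactive read as strong as hits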
WT yeast gro inh mutant strain – recorded beside WT yeast gro inh, whose call it bears; inhibition, %; mitochondrial fusion phenotypic screen, mutant strain inhibition
Ins promoter up cell count – also measured in Ins promoter up; calls as there; cell count; measured here: cytotoxicity, nuclei count;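 total cells summed across four imaged fields per well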
Hep lipid drop cells 6.5 µM – also measured in Hep lipid drop; calls as there; cell count; measured here: cell count, cytotoxicity flag;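 cells counted across two imaged fields per well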
b-catenin transl cell count 5 µM – further read-out of b-catenin transl, marked with its call; cell count; measured here: cell count, cytotoxicity flag
T cell HTS vesicle-bound % – also measured in T cell HTS; calls as there; double positive events, %; measured here: CD8+ vesicle-bound cell fraction;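 binding gate set so that unloaded-vesicle control wells show 10% double positive cells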
MT stabilizer Hoechst-high % – second read-out of MT stabilizer, no call of its own (marks repeat the call); % Hoechst-high responders; measured here: nuclear condensation Hoechst responders;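 share of cells brighter than vehicle mean plus two SD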
MT stabilizer cytotoxicity % – second read-out of MT stabilizer, no call of its own (marks repeat the call); toxicity, %; measured here: cytotoxicity by cell density;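 0% = mean cell density of plate MIN control wells and 100% = no cells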
Autophagy HCS cell loss 18 h – also measured in Autophagy HCS; calls as there; toxicity, %; measured here: cell loss, nuclei count;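 cell loss after 18 h compound exposure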
Myeloid diff MLP GFP+ MAC1+ % – recorded beside Myeloid diff MLP, whose call it bears; GFP+ MAC1+ double positive, %; measured here: differentiation confirmed by MAC1 staining
Numbers without * were called inactive; i = inactive; u = inconclusive; x = no result given.

Each structure is followed by: Autophagy HCS	Autophagy HCS cell loss 18 h	Hep lipid drop	Hep lipid drop cells 6.5 µM	T cell HTS	T cell HTS vesicle-bound %	b-catenin transl	b-catenin transl cell count 5 µM	West Nile antiviral	Ins promoter up	Ins promoter up cell count	Myeloid diff MLP	Myeloid diff MLP GFP+ MAC1+ %	WT yeast gro inh	WT yeast gro inh mutant strain	MT stabilizer	MT stabilizer Hoechst-high %	MT stabilizer cytotoxicity %
CC1CCCC(C)N1C(=O)COc1ccc(F)cc1 (stereo unspecified)
  i	12	-1	730	i	57	0.4	1549	-0.9%	x	x	i	0.1	10	1	1.8	2.2	7.3
Cc1c(C=O)cnn1CCC(=O)O
  i	-3	x	x	i	30	x	x	-0.3%	x	x	i	6.5	x	x	3.3	2.0	8.0
COc1ccc(CN(Cc2cc3cccc(C)c3[nH]c2=O)C(=O)N(C)C)cc1
  i	5	-17	712	i	5	-5.5	1245	1.7%	-0.77	1273	i	0.4	-2	5	1.4	1.6	3.2
CC(C)C(c1nnnn1C1CCCCC1)N1CCN(c2ncccn2)CC1 (stereo unspecified)
  i	-2	x	x	i	10	-7.0	1009	-0.2%	0.81	1334	i	1.0	20	31	0.6	1.9	6.0
CCS(=O)(=O)N1Cc2ccccc2CC1C(=O)Nc1nc2ccc(F)cc2s1 (stereo unspecified)
  i	-1	-6	584	i	17	0.8	979	-1.7%	-0.21	1359	i	2.3	29	15	2.2	5.9	8.6
CC(=O)Nc1ccc2c(c1)nc(CCNC(=O)c1ccccc1)n2C
  i	1	5	758	i	25	-0.6	1076	-0.2%	0.62	1226	i	0.4	-8	12	1.2	0.5	14
C[C@H](NC(=O)[C@H](Cc1ccccc1)n1c(=O)[nH]c2ccccc2c1=O)C(=O)N1CCC(C(=O)O)CC1
  x	x	3	834	i	56	x	x	-0.5%	x	x	i	2.5	x	x	x	x	x
COc1ccc(N2CCN(C(=O)CSc3nnc4c(C)cc5c(C)cc(C)cc5n34)CC2)cc1
  i	9	-58	721	i	38	-5.2	1092	-0.3%	-0.76	1605	i	0.6	18	20	2.8	1.3	8.8
Cc1ccc2[nH]c3c(=O)n(CCc4cnc[nH]4)cnc3c2c1
  i	1	x	x	i	44	-0.6	1319	0.4%	-1	1668	x	x	11	-2	2.3	1.5	7.5
O=C(COc1ccc(Cl)cc1Cl)Nc1ccc(Cl)cn1
  i	-1	x	x	i	28	0.2	1121	-0.3%	-1.2	896	i	0.7	9	-3	2.8	1.4	2.8
O=C(Cn1nnc(-c2ccccc2NC(=O)c2ccccc2)n1)Nc1ccc2c(c1)OCCO2
  i	-27	x	x	i	51	6.6	1434	u	0.28	1596	i	0.7	2	-11	2.8	2.9	3.0
O=C1OC(Nc2ccc(F)c([N+](=O)[O-])c2)c2ccccc21 (stereo unspecified)
  x	x	10	690	i	10	1.0	1325	0.1%	x	x	i	0.4	x	x	x	x	x
CCOC(=O)N1CCN(C(=O)c2ccc(N(Cc3ccccc3Cl)S(C)(=O)=O)cc2)CC1
  x	x	3	416	i	35	x	x	-0.9%	x	x	i	0.3	x	x	x	x	x
CC(=O)N1CCN(S(=O)(=O)c2cccc(C(=O)Nc3ccc(OC(F)F)cc3)c2)CC1
  x	x	-9	830	i	31	x	x	-1.0%	x	x	i	2.9	x	x	x	x	x
CCOC(=O)C1CCCN(C(=O)CN(c2ccc(OC)cc2)S(=O)(=O)c2c(C)noc2C)C1 (stereo unspecified)
  i	2	x	x	i	38	0.3	1204	-0.1%	-0.22	992	u	x	9	-1	2.0	3.4	5.5
CCOC(=O)N1CCN(C(=O)c2cc3c(s2)-c2c(C)cccc2OC3)CC1
  x	x	-1	767	i	8	x	x	0.1%	x	x	i	0.8	x	x	x	x	x
O=c1ccc(=O)n2n1CC(O)C2
  i	-7	x	x	i	38	-2.7	992	0.6%	-0.03	1144	i	0.6	x	x	2.2	1.9	8.3
CCCOc1ccc(N2C(=O)CC(N3CCC(c4nc5ccccc5o4)CC3)C2=O)cc1 (stereo unspecified)
  i	0	27	652	i	4	-4.3	1139	-0.2%	-0.12	1576	x	x	1	-5	3.5	1.3	0.8
O=C(NC1CCCCC1)NC1CC2CCC(C1)N2C(=O)NCc1ccccc1 (stereo unspecified)
  i	1	x	x	i	26	x	x	x	0.18	941	x	x	2	6	2.3	1.6	5.5
COc1ccc(C2C(C(=O)c3ccco3)=C(O)C(=O)N2CCN2CCOCC2)cc1 (stereo unspecified)
  x	x	0	723	i	42	x	x	-0.4%	x	x	i	1.1	x	x	x	x	x
CN(C)S(=O)(=O)c1ccc(C(=O)N(c2ccccn2)c2ccccn2)cc1
  i	-14	-1	637	i	18	-0.8	1061	0.3%	-0.26	1884	i	0.9	7	-2	1.6	1.3	5.1
COc1ccc(/C=N/NC(=O)c2ccc[nH]2)cc1
  x	x	-7	398	i	48	x	x	-0.2%	x	x	i	0.5	x	x	x	x	x
O=C(Nc1cc(Cl)cc(Cl)c1)Nc1cnccn1
  x	x	-2	679	i	65	x	x	-1.1%	x	x	i	1.2	x	x	x	x	x
COc1ccccc1Cn1c(/C=C/c2ccccc2)nc2ccccc21
  i	7	-8	601	i	53	4.1	435	-1.5%	0.65	1086	i	0.7	79*	23*	2.6	2.2	0.3
CC(=O)c1ccc(NC(=O)C2(c3ccccc3)CC2(Cl)Cl)cc1 (stereo unspecified)
  x	x	6	714	i	21	-1.9	1096	-0.4%	-1	1529	i	0.5	x	x	x	x	x
COc1ccc(Cl)cc1N1C(=O)CN(Cc2cc(OC)c(OC)c(OC)c2)C1=S
  x	x	-31	668	i	38	x	x	-0.6%	x	x	i	0.7	x	x	x	x	x
COc1cc(N=CC2=C(O)c3ccccc3C2=O)cc(OC)c1
  i	7	-15	612	i	43	-4.5	1154	-0.5%	0.17	1537	i	0.5	-2	8	3.3	2.4	4.4
O=C(COC(=O)c1ccccc1Oc1ccccc1)NC1CCS(=O)(=O)C1 (stereo unspecified)
  i	4	5	686	i	25	-4.1	1125	0.2%	0.36	1896	i	0.9	2	19	2.1	1.7	9.6
O=[N+]([O-])c1ccccc1NC(=S)N/N=C/c1ccc(O)c(O)c1
  i	4	7	708	i	30	2.2	851	-0.6%	-2.1	1166	i	0.4	7	7	8.2	3.0	3.6
Cc1cc(C)cc(C(=O)N2CC(C)OC(C)C2)c1 (stereo unspecified)
  i	-11	11	768	i	24	x	x	-0.5%	x	x	i	1.2	6	26	1.5	1.2	9.0
CCn1c(=O)n(CC)c2cc(NC(=O)c3ccccc3Cl)ccc21
  x	x	-1	802	i	58	x	x	-0.7%	x	x	i	0.3	x	x	x	x	x
O=C(NCCCC1CCCC1)C1CCC(=O)N(Cc2ccccc2F)C1 (stereo unspecified)
  x	x	-6	647	i	11	x	x	-0.5%	x	x	i	0.9	x	x	x	x	x
FC(F)(F)c1ccc(CN2C[C@@H]3C(c4ccc(C(F)(F)F)cc4)C4(c5cccnc5)CC3(C4)[C@H]2c2ccccc2)cc1 (stereo partly specified)
  x	x	-26	711	i	39	-0.3	1165	-0.8%	-0.82	891	i	2.4	x	x	x	x	x
Cc1ccc([N+](=O)[O-])cc1NC(=S)NCCc1ccccc1
  x	x	2	696	i	56	x	x	-0.5%	x	x	i	1.1	x	x	x	x	x
Cc1ccc(NC(=O)CSc2nc3ccccc3c(=O)n2CCCC(=O)NCCCN2CCOCC2)cc1
  i	22	-8	730	i	39	-2.6	1079	0.1%	x	x	i	0.3	3	6	4.6	1.8	0.9
CC(C)N(C(=O)CN(C#N)c1nc(N(C)C)nc(N(C)C)n1)c1ccccc1
  i	13	x	x	i	2	0.0	1204	-0.1%	1	1117	i	27	12	0	1.4	4.2	16
CCCOC(=O)CSc1nc(N)c(C#N)c(-c2ccco2)c1C#N
  i	5	x	x	i	54	x	x	-0.1%	x	x	i	1.2	-10	-10	2.0	1.8	3.6
O=C(NCC(=O)N1CCOCC1)c1ccccc1
  x	x	2	793	i	7	x	x	0.0%	x	x	i	0.5	x	x	x	x	x
Cc1nnsc1SCCNC(=O)c1ccc(F)cc1
  i	-1	1	597	i	53	1.6	1076	0.2%	-0.13	1767	i	0.8	16	26	0.6	2.0	10.0
CCOC(=O)C(C)Sc1nc(C2CC2)cc(C(F)(F)F)c1C#N (stereo unspecified)
  i	-5	x	x	i	15	-1.3	1356	0.2%	-0.47	1668	i	0.8	16	11	1.7	1.4	4.5
O=C(Nc1cccnc1)c1ccc(Cl)c(S(=O)(=O)N2CCOCC2)c1
  x	x	0	560	i	15	x	x	1.5%	x	x	i	1.5	x	x	x	x	x
CCCCc1cc(=O)oc2cc(OC(C)C(=O)NCCN3CCOCC3)c(Cl)cc12 (stereo unspecified)
  x	x	-18	753	i	54	x	x	-0.8%	x	x	i	1.5	x	x	x	x	x

Compound activity (PubChem)

Not a hit list; about 3.9% have a hit in one of these screens.
